SMARCA2 act – increases SMARCA2 function in MMTV reporter cells. MG213 cells, MMTV-luciferase reporter, dexamethasone, overnight. activation, % at 9.1 µM. hit rate 1% among 370,000. AID 652017; in the data active means activation above about 7.8%;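 further: 0% = vehicle wells and 100% = reference activator wells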
DAX1 inh-1 – inhibits human nuclear receptor DAX1; P51843; HEK293 Gal4-DAX1 luciferase reporter, luminescence; inhibition, % at 6.75 µM; hit rate 0.99% among 340,000; AID 504766;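 active means inhibition above the mean over all tested compounds plus 3 SD, cut at about 4.2% in these data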;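 further: 0% = DAX1-transfected cells with DMSO and 100% = empty-vector control cells with DMSO; inhibition shows as a rise in luminescence from relieved DAX1 repression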
Target sequence (P51843 207-470 limits assumed): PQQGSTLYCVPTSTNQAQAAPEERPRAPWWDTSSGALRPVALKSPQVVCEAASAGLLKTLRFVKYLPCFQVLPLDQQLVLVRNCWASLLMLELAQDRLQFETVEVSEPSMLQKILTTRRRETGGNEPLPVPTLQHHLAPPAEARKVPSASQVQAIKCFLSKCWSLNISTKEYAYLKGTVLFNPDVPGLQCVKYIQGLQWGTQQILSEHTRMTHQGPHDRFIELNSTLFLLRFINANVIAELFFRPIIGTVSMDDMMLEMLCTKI
sPLA2-III inh – Inhibits HGIII-sPLA2 liposome hydrolysis, primary screen | inhibition, % at 12.2 µM | AID 743126 | QFRET BODIPY PC-A2 liposome hydrolysis, fluorescence | hit rate 0.56% among 370,000 | Q9NZ20;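 active means inhibition above mean plus 3 SD of compounds lying within the high and low control bounds, cut at about 19% in these data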;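 further: 0% = median of test compound wells and 100% = no enzyme DMSO wells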
GAA850 FXN act – increases GAA850 frataxin promoter reporter activity. HEK293 lucGAA850 FXN promoter luciferase reporter, 24 h; percent of 10 µM SAHA response. activation, % at 6 µM. hit rate 0.56% among 360,000. AID 540364;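 active means activation above the average of all compounds screened plus 3 SD, cutoff fixed separately per campaign, cut at about 7.5% in these data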;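 further: 0% = DMSO wells and 100% = 10 µM SAHA wells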
PLCb3 inh – inhibitors of human phospholipase C beta3. Purified PLC-beta3, fluorogenic substrate, fluorescence. inhibition, % at 12.2 µM. hit rate 0.18% among 370,000; in the data active means inhibition above about 11%;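 further: 0% = median of compound wells on plate and 100% = full blocker control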
hcDAF12 agonist – H. contortus DAF-12 activation, primary screen; HEK293 hcDAF-12 lit1-tk-luc reporter, luminescence; 0% DMSO, 100% Δ7-dafachronic acid; activation, % at 6.8 µM; hit rate 1.4% among 370,000;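 active means activation above the mean of all tested compounds plus 3 SD, cut at about 5.5% in these data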;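 further: 100% = response to 3 µM Δ7-dafachronic acid high control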
PG9 Ab binder – PG9 antibody binding by small molecule. TR-FRET gp120-PG9 antibody binding. inhibition, % at 6.7 µM. hit rate 0.43% among 360,000. AID 624416; in the data active means inhibition above about 8.5%
DAX1 inh-2 – blocks DAX1 repression of SF-1 activated StAR promoter; hit rate 1.1% among 370,000; HEK293T StAR-luciferase reporter, SF-1/DAX-1 repression relief; inhibition, % at 6.8 µM; AID 652010;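 active means inhibition above the mean over all tested compounds plus 3 SD, cut at about 3.6% in these data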;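 further: 0% = DAX-1 cells with DMSO and 100% = cells lacking DAX-1 with DMSO; higher inhibition means more luminescence from relief of DAX-1 repression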
ssDAF-12 act – S. stercoralis DAF-12 activation, primary screen; HEK293 ssDAF-12/GRIP1 lit1-tk-luc reporter, luminescence; % of 3 µM dafachronic acid response; activation, % at 6.8 µM; hit rate 1% among 370,000; AID 652126;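 active means activation above the mean over all tested compounds plus 3 SD, cut at about 0.9% in these data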;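 further: 0% = DMSO-only wells and 100% = 3 µM delta7-dafachronic acid wells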
hgDAF12 agonist – agonists of H. glycines DAF-12 nuclear receptor. hit rate 1.8% among 370,000. activation, % at 6.8 µM. HEK293 GAL4-hgDAF12 UAS-luciferase reporter, agonist luminescence; normalized to butyrate control. AID 687014;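 active means activation above a cutoff set at the mean of all screened compounds plus 3 SD, cut at about 10% in these data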;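 further: 0% = DMSO wells and 100% = sodium butyrate wells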
NR1D1 modulator – modulators of human Rev-erb alpha DNA binding; P20393; Rev-erbα–FITC-DNA binding, fluorescence polarization, 90 min; activity, % at 10 µM; hit rate 0.79% among 370,000;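 active means activity above about 14%, limit read from the data; passing the limit was not always enough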;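 further: 0% = DMSO wells with 35 nM protein and 100% = DMSO wells with 750 nM protein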
Target sequence (P20393 whole entry, looked up): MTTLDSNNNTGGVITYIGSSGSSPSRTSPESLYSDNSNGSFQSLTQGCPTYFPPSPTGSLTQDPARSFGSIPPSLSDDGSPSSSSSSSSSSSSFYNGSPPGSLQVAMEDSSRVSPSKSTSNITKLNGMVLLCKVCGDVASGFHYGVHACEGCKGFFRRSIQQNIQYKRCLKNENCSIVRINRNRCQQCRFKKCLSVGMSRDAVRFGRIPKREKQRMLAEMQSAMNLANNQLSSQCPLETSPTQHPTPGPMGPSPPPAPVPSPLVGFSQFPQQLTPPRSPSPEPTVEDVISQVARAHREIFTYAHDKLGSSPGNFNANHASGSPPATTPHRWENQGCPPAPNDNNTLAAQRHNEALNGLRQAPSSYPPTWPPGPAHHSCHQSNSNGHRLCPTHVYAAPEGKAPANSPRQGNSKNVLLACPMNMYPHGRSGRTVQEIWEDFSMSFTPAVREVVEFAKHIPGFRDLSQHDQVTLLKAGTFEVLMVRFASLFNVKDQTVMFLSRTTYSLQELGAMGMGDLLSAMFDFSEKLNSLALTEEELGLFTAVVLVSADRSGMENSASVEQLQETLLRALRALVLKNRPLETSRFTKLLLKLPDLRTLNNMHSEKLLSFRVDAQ
* hit, by the source's call; i = inactive; x = not tested or not shown. Not a hit list, and some 7% of all compounds hit somewhere here.

1	CCOC(=O)[C@]12CCCCC/C=C\1N(CCc1ccc(Cl)cc1)C(=O)[C@H]2CC(=O)N1CCN(C(=O)C2CC2)CC1
2	O=C(NC1CCCCC1)C(c1ccccc1)N(Cc1ccco1)C(=O)c1csnn1 (configuration not stated)
3	Cc1ccccc1S(=O)(=O)NC1OC(=O)C(Oc2ccccc2)=C1Br (configuration not stated)
4	CCCCCn1nnnc1C1(C)CCSCC(=O)N1Cc1ccco1 (configuration not stated)
5	CCCCNc1cccc2c1S(=O)(=O)N[C@@H](C)CO2

Assay by compound	1	2	3	4	5
PG9 Ab binder	x	-1.3	-2.6	x	-0.8
hgDAF12 agonist	-2.6	0.1	-3.3	0.8	0.2
sPLA2-III inh	-4	3	-3	8	-3
DAX1 inh-2	-0.8	0.1	-0.2	-0.2	-0.6
PLCb3 inh	0	-3	2	7	-1
NR1D1 modulator	5	2	-9	5	-4
hcDAF12 agonist	-0.7	-0.3	0.0	-1.6	2.0
ssDAF-12 act	-1.1	-1.0	-1.4	0.0	-0.2
SMARCA2 act	1	-1	2	8.4*	1
DAX1 inh-1	x	-0.6	1.4	x	x
GAA850 FXN act	x	0.5	-0.4	x	x

6	O=C(OCC1COc2ccccc2O1)c1ccccc1F (configuration not stated)
7	COc1cccc(NC(=O)N2CCCC(C(=O)Nc3ccccc3OC)C2)c1 (configuration not stated)
8	CC(C)c1nc2sc(C(=O)O)c(N)c2c2c1CCCC2
9	CCc1cc2c3c(c1)C1(C(=O)N3C(C)(C)CC2C)C(C#N)=C(N)N2C(=C1C#N)Nc1ccccc12 (configuration not stated)
10	Cc1ccccc1OCCNC(=O)c1ccccc1Sc1ccccc1C#N

Assay by compound	6	7	8	9	10
PG9 Ab binder	-3.1	-3.3	-0.9	0.4	-1.4
hgDAF12 agonist	1.9	-0.4	0.1	-3.1	-2.4
sPLA2-III inh	-2	1	-3	14	-20
DAX1 inh-2	-0.1	0.3	0.3	0.1	-0.4
PLCb3 inh	-1	4	-18	-41	-3
NR1D1 modulator	5	0	0	-1	5
hcDAF12 agonist	-0.9	-1.6	-1.8	1.5	-2.9
ssDAF-12 act	-1.5	-1.1	-1.3	-1.6	-1.5
SMARCA2 act	1	1	-1	-4	-1
DAX1 inh-1	2.7	-1.1	-0.2	-0.2	-1.3
GAA850 FXN act	3.0	1.1	0.3	0.5	-0.3

11	COc1ccc(OCCN2CCN(C3CC(=O)N(CCC(C)C)C3=O)CC2)cc1 (configuration not stated)
12	CCCCNc1nc2sc3c(c2c(=O)n1-c1cccc(Cl)c1)CCN(C)C3
13	Cc1c(C#N)c2ncnc(-c3ccccc3)c2n1-c1ccccc1
14	COc1ccc(CN(CC(=O)NCC2CCCO2)C(=O)CCC(=O)Nc2nccs2)cc1 (configuration not stated)
15	CN(C)/C=C/C(=O)c1ccc(Br)s1

Assay by compound	11	12	13	14	15
PG9 Ab binder	0.6	-1.5	1.5	-2.7	3.5
hgDAF12 agonist	-1.1	0.9	1.0	-2.0	3.9
sPLA2-III inh	-3	-9	0	-5	-4
DAX1 inh-2	-0.9	0.5	-0.4	0.0	1.3
PLCb3 inh	1	-55	3	-7	-12
NR1D1 modulator	-5	8	-3	-2	7
hcDAF12 agonist	-1.0	-0.2	-1.7	-1.0	0.5
ssDAF-12 act	-1.8	-1.6	-1.7	-1.1	-1.0
SMARCA2 act	-4	-1	-1	-1	-3
DAX1 inh-1	-0.8	-1.3	1.7	0.0	1.2
GAA850 FXN act	-0.1	1.4	1.5	0.7	-0.2

16	O=C1NC(=Nc2ccccc2Cl)S/C1=C\c1ccc(C(=O)O)cc1
17	CCN(C(=O)COC(=O)c1[nH]c(C)c(C(C)=O)c1C)C1CCS(=O)(=O)C1 (configuration not stated)
18	CC(=O)[C@@]1(O)CC[C@H]2[C@@H]3CCC4=CC(=O)CC[C@]4(C)[C@H]3CC[C@@]21C
19	COC(=O)c1ccc(NC(=O)CCn2c(=O)oc3ccccc32)cc1
20	Cc1cccc(C)c1NC(=O)c1cc(S(=O)(=O)N2CCOCC2)ccc1F

Assay by compound	16	17	18	19	20
PG9 Ab binder	-1.9	-1.5	0.0	0.6	-0.8
hgDAF12 agonist	-0.8	-1.6	0.4	0.3	-3.1
sPLA2-III inh	4	3	6	-3	0
DAX1 inh-2	0.1	0.3	0.8	0.0	-0.4
PLCb3 inh	-4	5	-3	1	2
NR1D1 modulator	-1	-1	3	-3	1
hcDAF12 agonist	-0.6	-1.3	-1.9	-0.6	-0.3
ssDAF-12 act	-1.0	-0.8	-1.7	-0.7	-1.1
SMARCA2 act	0	1	0	-2	1
DAX1 inh-1	0.5	-0.2	-0.5	-0.7	1.0
GAA850 FXN act	2.8	1.7	3.7	-1.6	-1.8

21	CCn1c(SCC(=O)Nc2ccc(C)cc2)nnc1-c1ccc(O)cc1
22	O=C(NNC(=O)c1ccccc1[N+](=O)[O-])Nc1ccccc1C(F)(F)F
23	O=C(c1ccoc1)N1CCCC(N2CCN(c3cccc(Cl)c3)CC2)C1 (configuration not stated)
24	CCCCOCCCNC(=O)C[C@@H]1C[C@@]2(C(=O)OC)CC(C)(C)CC=C2N(Cc2cccc3ccccc23)C1=O
25	CSCC[C@H](NC(=O)[C@@H]1Cc2ccccc2CN1)C(=O)Nc1cccc(C)c1

Assay by compound	21	22	23	24	25
PG9 Ab binder	1.1	0.2	0.1	-0.9	-0.5
hgDAF12 agonist	-2.5	3.1	-0.6	-1.9	2.8
sPLA2-III inh	-14	-3	3	-13	0
DAX1 inh-2	-0.5	0.3	-1.8	-0.5	0.4
PLCb3 inh	1	3	-2	0	-7
NR1D1 modulator	0	5	-2	2	2
hcDAF12 agonist	-2.1	1.7	-0.1	-0.2	2.0
ssDAF-12 act	-1.2	-1.6	-1.6	-0.6	0.0
SMARCA2 act	-4	-1	0	-8	0
DAX1 inh-1	0.0	0.2	-0.1	x	0.9
GAA850 FXN act	-1.9	1.2	-0.7	x	3.3

26	Cc1ccc(Cn2nnc3c(=O)n(CC(=O)N4CCN(c5ccccc5)CC4)cnc32)cc1
27	CCOC(=O)c1c(C)[nH]c(C(=O)COC(=O)CNS(=O)(=O)c2ccc(C)cc2)c1C
28	CC(=O)c1c(C)[nH]c(C(=O)OCC(=O)Nc2ncc(Cl)c(C)c2Cl)c1C
29	COc1cc(OC)cc(C(=O)NCCSc2c[nH]c3ccccc23)c1
30	COc1cccc(COC(=O)CSCC(=O)Nc2ccc(C)cc2)c1OC

Assay by compound	26	27	28	29	30
PG9 Ab binder	1.1	-1.1	-0.2	1.4	-0.5
hgDAF12 agonist	-1.9	0.4	2.3	1.8	1.6
sPLA2-III inh	-7	-23	5	-29	4
DAX1 inh-2	-1.0	1.1	-0.6	-0.1	0.0
PLCb3 inh	4	-8	-12	-4	-10
NR1D1 modulator	-6	1	-9	0	2
hcDAF12 agonist	-4.2	-0.4	0.7	4.7	-0.4
ssDAF-12 act	-2.2	-1.1	-0.8	-0.9	-1.3
SMARCA2 act	-4	-3	-7	-2	0
DAX1 inh-1	-1.3	1.8	1.1	-0.9	0.3
GAA850 FXN act	-0.7	0.7	0.2	1.4	-0.2

31	Oc1ccc(-c2onc3ccc(Cl)cc23)cc1
32	COc1cc2cc(CN(CCN3CCCC3)C(=O)Nc3ccc(F)cc3)c(=O)[nH]c2cc1OC
33	COc1cc(C2C(C#N)=C(N)OC3=C2C(=O)CCC3)cc(OC)c1OC(=O)N1CCOCC1 (configuration not stated)
34	CO/N=C/c1ccc(OC)c(Oc2nc(OC)cc(OC)n2)c1
35	CSc1ncc(C(=O)NCCCc2ccccc2)c(C)n1

Assay by compound	31	32	33	34	35
PG9 Ab binder	-1.3	1.4	0.0	-0.9	-2.6
hgDAF12 agonist	1.4	0.5	0.5	2.5	-0.9
sPLA2-III inh	-11	-6	7	5	-1
DAX1 inh-2	0.1	0.2	0.5	0.0	0.1
PLCb3 inh	i	-70	-4	-1	-1
NR1D1 modulator	7	0	-2	0	-5
hcDAF12 agonist	-0.7	-2.8	-1.1	-2.0	1.6
ssDAF-12 act	-0.9	-1.4	-1.2	-0.8	-1.1
SMARCA2 act	-1	4	-1	-3	0
DAX1 inh-1	1.2	-1.7	-0.2	-1.2	-0.3
GAA850 FXN act	0.5	-0.9	-1.3	-1.2	2.9

36	Cc1ccc(NC(=O)Cn2cnc3c(NCc4ccccc4)ncnc32)cc1C
37	CN(C)CCNc1cnn(-c2ccccc2)c(=O)c1Cl
38	Cc1cc(C)n(CCCO)c(=O)c1C#N
39	CC(C)CNC(=O)C1C(=O)Nc2ccccc2C(=O)N1C(C)(C)C (configuration not stated)
40	CCN(CC)S(=O)(=O)c1ccc(N2CCOCC2)c(NC(=O)CCC2CCCCC2)c1

Assay by compound	36	37	38	39	40
PG9 Ab binder	0.0	-0.9	1.1	-1.2	0.8
hgDAF12 agonist	1.2	1.3	0.7	-0.2	-2.0
sPLA2-III inh	-5	7	2	2	-6
DAX1 inh-2	0.3	-0.4	0.3	2.7	0.1
PLCb3 inh	1	-3	2	1	-4
NR1D1 modulator	-5	-1	1	6	5
hcDAF12 agonist	0.8	2.3	0.3	2.5	-3.2
ssDAF-12 act	-0.5	-1.1	-0.7	-0.9	-1.5
SMARCA2 act	-1	3	-1	-4	0
DAX1 inh-1	-0.5	2.7	2.0	x	-0.6
GAA850 FXN act	0.2	-0.6	2.7	x	0.3

41	COc1ccc(O)c(/C=C(\C#N)C(=O)Nc2ccccn2)c1
42	Cc1ccc(NS(=O)(=O)c2ccc3c(c2)oc(=O)n3C)c(C)c1
43	O=C(O)C1SCCN1S(=O)(=O)c1ccc(N=NN2CCOCC2)cc1 (configuration not stated)
44	COc1ccc(/C=N/n2cncn2)cc1Cn1cc([N+](=O)[O-])cn1

Assay by compound	41	42	43	44
PG9 Ab binder	0.0	-1.3	-0.4	-2.1
hgDAF12 agonist	4.5	-0.6	-0.7	0.7
sPLA2-III inh	10	-1	5	-1
DAX1 inh-2	0.9	-0.6	-0.1	0.4
PLCb3 inh	i	-4	3	-4
NR1D1 modulator	-1	2	-3	-1
hcDAF12 agonist	7.9*	-1.7	-0.7	0.2
ssDAF-12 act	0.8	0.3	-1.2	-0.8
SMARCA2 act	-1	-2	-3	0
DAX1 inh-1	3.6	0.3	0.9	x
GAA850 FXN act	4.5	1.6	0.8	-1.5

An excerpt of these results, with two lines to a compound:
Second line of a record: PG9 Ab binder | hgDAF12 agonist | sPLA2-III inh | DAX1 inh-2 | PLCb3 inh | NR1D1 modulator | hcDAF12 agonist | ssDAF-12 act | SMARCA2 act | DAX1 inh-1 | GAA850 FXN act
[43] O=C(O)C1SCCN1S(=O)(=O)c1ccc(N=NN2CCOCC2)cc1 (configuration not stated)
→ -0.4 | -0.7 | 5 | -0.1 | 3 | -3 | -0.7 | -1.2 | -3 | 0.9 | 0.8
[44] COc1ccc(/C=N/n2cncn2)cc1Cn1cc([N+](=O)[O-])cn1
→ -2.1 | 0.7 | -1 | 0.4 | -4 | -1 | 0.2 | -0.8 | 0 | x | -1.5
